# SMN2 splice enh: qHTS Assay for Enhancers of SMN2 Splice Variant Expression; HEK293 SMN2-luciferase splicing reporter, luminescence, 30-36 h; Potency, µM (doses to about 46.1 µM), for the others: top-dose activity change, positive = activation, hits mostly activators; actives 2.8% (n = 210,000); AID 1458, 2008; further: % of control where 0% means no effect; nearly all actives have a fitted effect of over 55% in size
#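 HEK293 cells carry an SMN2 […]–luciferase reporter in which exon 7 inclusion puts luciferase in frame. Cells were plated 10-12 h before compound addition, then incubated 30-36 h at 37C. ONE-Glo luminescence was read; sodium butyrate at 4.5 mM final served as control.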
# Tau fibril ThT: qHTS for Inhibitors of Tau Fibril Formation, Thioflavin T Binding. Potency, µM (titrated, usually from 57.4 µM), without a hit: at the highest dose activity, negative = inhibition, hits mostly inhibitors. actives 2.1% (n = 270,000). Microtubule-associated protein tau (Homo sapiens), P10636. recombinant tau K18 P301L, heparin-induced fibrillization, ThT fluorescence; further: on the % scale 0 is the no-effect control and ±100 the full control effect; nearly all actives have a fitted effect of over 55% in size
# Target sequence (P10636 561-689 P618L limits assumed): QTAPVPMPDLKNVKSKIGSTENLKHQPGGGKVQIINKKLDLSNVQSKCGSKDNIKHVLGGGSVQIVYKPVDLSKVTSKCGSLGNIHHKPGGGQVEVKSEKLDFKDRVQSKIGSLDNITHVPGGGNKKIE
#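 Tau K18 P301L fragment (15 uM unlabeled plus 0.24 uM Alexa 594-labeled) in 100 mM sodium acetate pH 7 with compound, fibrillization induced by 20 uM heparin for 6 hr at 37 C. Thioflavin T (30 uM) added, fluorescence read after 1 hr (ex 450, em 510 nm).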
# ALDH1A1 block: qHTS Assay for Inhibitors of Aldehyde Dehydrogenase 1 (ALDH1A1); AID 1030, 2008; actives 7.3% (n = 220,000); Potency, µM (titrated, usually from 75.3 µM), without a hit: at the highest dose activity, negative = inhibition, usual class: inhibitors; Purified ALDH1A1, NADH fluorescence, propionaldehyde substrate; Aldehyde dehydrogenase 1A1 (Homo sapiens), P00352; active means well fitted inhibition curve with a large enough effect, not every such curve was filed as active; inconclusive means small, poorly fitted or top-dose-only effect, or another doubt; inactive means no such curve, though single readings can be large or run the other way;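 further: plate controls were no enzyme wells and a reference inhibitor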
# Target sequence (P00352 whole entry, looked up): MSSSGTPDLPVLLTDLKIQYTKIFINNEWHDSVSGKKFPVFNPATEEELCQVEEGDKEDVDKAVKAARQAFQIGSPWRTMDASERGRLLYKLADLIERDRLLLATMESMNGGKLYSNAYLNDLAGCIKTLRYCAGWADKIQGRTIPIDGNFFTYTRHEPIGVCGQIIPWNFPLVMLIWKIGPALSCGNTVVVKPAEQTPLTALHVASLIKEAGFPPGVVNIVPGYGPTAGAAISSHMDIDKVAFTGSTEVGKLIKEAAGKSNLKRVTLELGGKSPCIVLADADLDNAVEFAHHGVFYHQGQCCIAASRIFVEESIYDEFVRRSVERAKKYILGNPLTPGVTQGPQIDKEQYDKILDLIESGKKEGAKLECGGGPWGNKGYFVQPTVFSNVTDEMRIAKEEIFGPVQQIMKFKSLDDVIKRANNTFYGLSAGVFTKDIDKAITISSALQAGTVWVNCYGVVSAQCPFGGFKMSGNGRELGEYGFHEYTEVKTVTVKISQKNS
# HTT cytoprotect: qHTS Multiplex Assay to Identify Dual Action Probes in a Cell Model of Huntington: Cytoprotection (ATP). Potency, µM (top dose mostly 56.4 µM), inactives show cytoprotection (ATP increase), most hits filed as activators. actives 0.14% (n = 230,000). PC12 HTT-Q103 induced, cytoprotection, ATP luminescence, 40 h. AID 1471, 2008;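 further: % of control where 0% means no effect; nearly all actives have a fitted effect of over 45% in size; toxic huntingtin expression switched on by the ecdysone agonist tebufenozide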
#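 Compounds added alongside 100 nM tebufenozide, which induces toxic Q103 huntingtin exon 1-GFP in stable PC12 cells; surviving cells quantified by luminescent ATP measurement. Medium: phenol red-free DMEM, 5% equine and 5% calf serum.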
# HTT aggregate: qHTS Multiplex Assay to Identify Dual Action Probes in a Cell Model of Huntington: Aggregate Formation (GFP) | PC12 HttQ103-GFP aggregates, Acumen cytometry, 40 h | Potency, µM (top dose mostly 46.1 µM), for inactives: top-dose activity change, negative = inhibition, hits mostly inhibitors | actives 1.1% (n = 220,000); further: on the % scale 0 is the no-effect control and ±100 the full control effect; nearly all actives have a fitted effect of over 60% in size
#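 Ecdysone-promoter PC12 model expressing HTT exon 1 Q103 fused to GFP, induced by tebufenozide at 100 nM final. Compounds titrated; aggregates sized 1–25 µm scored on a 488 nm laser cytometer.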
# Tau fibril FP: qHTS for Inhibitors of Tau Fibril Formation, Fluorescence Polarization; Microtubule-associated protein tau (Homo sapiens), P10636; K18 P301L tau heparin fibrillization, Alexa594 FP, 6 h; Potency, µM (titrated, usually from 57.7 µM), for the others: at the highest dose activity, negative = inhibition, usual class: inhibitors; actives 0.39% (n = 280,000); AID 1468, 2008; further: on the % scale 0 is the no-effect control and ±100 the full control effect; nearly all actives have a fitted effect of over 55% in size
#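 Compound effects on tau fibrillization are measured by Alexa 594 fluorescence polarization (ex 555, em 632 nm). K18 P301L tau is used at 15 uM with 0.24 uM labeled tracer, and 20 uM heparin induces aggregation over 6 hr at 37 C.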
# Tau fluor counter: Counterscreen qHTS for Inhibitors of Tau Fibril Formation, Fluorescence Polarization; tau K18 P301L (four-repeat tau fragment) Alexa594 fluorescence, heparin fibrillization; Potency, µM (top dose mostly 57.7 µM), for inactives: top-dose activity change, negative = decrease; actives 0.93% (n = 280,000); AID 1463, 2008; further: on the % scale 0 is the no-effect control and ±100 the full control effect; nearly all actives have a fitted effect of over 55% in size
#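 Human K18 P301L tau (15 uM unlabeled plus 0.24 uM Alexa 594-labeled, final) in 100 mM sodium acetate pH 7 was mixed with compound and 20 uM heparin and incubated 6 hr at 37 C.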
# JMJD2E inh: qHTS Assay for Inhibitors of Human Jumonji Domain Containing 2E (JMJD2E); Potency, µM (series often up to 57.1 µM), inactives show at the highest dose activity change, negative = inhibition, usual class: inhibitors; actives 1.6% (n = 230,000); JMJD2E catalytic domain, FDH-coupled NADH fluorescence (FDH is formaldehyde dehydrogenase); Lysine-specific demethylase 4E (Homo sapiens), B2RXH2; active means well fitted inhibition curve with a large enough effect, not every such curve was filed as active; inconclusive means small, poorly fitted or top-dose-only effect, or another doubt; inactive means no such curve, though single readings can be large or run the other way;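 further: 0% = wells with enzyme and -100% = buffer wells without enzyme; nearly all actives have a fitted effect of over 50% in size; many of its hits are not listed in these tables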
# Target sequence (B2RXH2 1-337 limits assumed): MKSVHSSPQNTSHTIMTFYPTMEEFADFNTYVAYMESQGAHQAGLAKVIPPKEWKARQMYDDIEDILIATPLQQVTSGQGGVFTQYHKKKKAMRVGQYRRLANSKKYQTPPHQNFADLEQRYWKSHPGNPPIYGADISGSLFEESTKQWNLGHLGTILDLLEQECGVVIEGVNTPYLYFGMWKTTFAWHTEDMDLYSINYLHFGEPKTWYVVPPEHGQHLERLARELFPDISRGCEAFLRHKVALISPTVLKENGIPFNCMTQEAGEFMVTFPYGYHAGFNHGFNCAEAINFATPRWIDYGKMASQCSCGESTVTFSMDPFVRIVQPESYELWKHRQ
# Numbers without * were called inactive; ? = inconclusive; · = not tested or not shown; [ ] = dose if it differs, or a comment. Unless noted, the call rests on the fitted dose curve; in most records, active means well fitted curve in the direction sought with a large enough effect; inconclusive means small, poorly fitted or top-dose-only effect, or another doubt; inactive means no such curve, though single readings can be large; an effect the other way counts as inactive or inconclusive. Potency means the concentration at half of the fitted maximal effect.
SMILES,SMN2 splice enh,Tau fibril ThT,ALDH1A1 block,HTT cytoprotect,HTT aggregate,Tau fibril FP,Tau fluor counter,JMJD2E inh
Nc1ncnc2nc(SCc3ccccc3)[nH]c12,3%,-9%,2%,-25%,3%,-1%,-2%,2%
O=C(c1ccccc1)N1CCCc2ccccc21,19%,6%,-7%,6%[10 µM],11%,1%,1%,-5%
CCCc1noc2c1/C(=N\O)CC(c1ccccc1)C2 (stereo unspecified),-26%,-8%,?,17%[1.9 µM],-18%,-15%,-5%,4%
CC12CCC(C(=O)N/N=C/c3ccc(O)cc3)(OC1=O)C2(C)C (stereo unspecified),·,2%,·,8%[10 µM],-16%[9.22 µM],-12%,-5%,-4%
CSCCC(NC(=O)c1cccc([N+](=O)[O-])c1)c1nc2ccccc2[nH]1 (stereo unspecified),13%,-9%,4%,10%[10 µM],0%,5%,-14%,-7%
CCCCN(CC)CCCNC(=O)c1cn(C)c2ccc(S(=O)(=O)N(C)C3CCCCC3)cc2c1=O,3%,-4%,·,·,·,-5%,-8%,·
CCNC(=O)c1ccccc1SCC(=O)Nc1ccc(F)cc1,-2%,5%,0%,-23%,2%,2%,4%,5%
CC(=C1C(=O)c2ccccc2C1=O)N1CCN(Cc2ccccc2)CC1,?,?,10µM*,-19%,-7%,-6%,-26%,-2%
COc1ccc(-n2nnnc2SCC(=O)NCc2cccs2)cc1,-3%,4%,-2%,-27%[10 µM],-17%[9.22 µM],-1%,9%,7%
CC(=O)c1oc2ccccc2c1NC(=O)CN1CCCCC1,-33%[inhibitor],-10%,-10%,-8%[10 µM],-6%,5%,-5%,-3%
C=CCNC(=S)N/N=C(\C)c1cccnc1,15%,-3%,-7%,-1%,17%,3%,-4%,2%
O=C(CN1C(=O)CCC1=O)NC(=O)NC1CCCC1,·,-10%,-1%,31%[10 µM],16%[9.22 µM],5%,-8%,-4%
Oc1ccc(-c2n[nH]c(=S)n2Cc2ccco2)cc1,2%,-6%,?,-7%[10 µM],19%,-4%,-9%,8%
CCOC(=O)c1c(C)oc2c1c1c(c3ccccc32)OCN(Cc2cccnc2)C1,-73%[inhibitor],18µM*,0.2µM*,-17%,12%,?,?,?
CCOC(=O)Nc1nnc(/C=C/c2ccc(OC)cc2)s1,7%,?,?,23%[1.9 µM],21%,1%,-6%,?
CCc1ccc(-n2c(N3CCN(c4ccc(F)cc4)CC3)nc3ccccc3c2=O)cc1,-28%,-8%,·,·,·,4%,-15%,·
COc1cc(NC(=O)CCC(=O)OCCCC(F)(F)C(F)(F)F)nc(OC)n1,-8%,5%,-1%,·,·,1%,5%,5%
NC(=S)N1CCCc2ccccc21,·,-2%,·,15%[10 µM],-16%[9.22 µM],6%,4%,-7%
O=C(c1ccc(-c2ccccc2)cc1)C1CCCN(C(=O)c2cncs2)C1 (stereo unspecified),·,?,?,9%[10 µM],21%[9.22 µM],-3%,-21%,-23%
COc1ccc(S(=O)(=O)N(CCc2ccccc2)CC(=O)NCc2ccccc2)cc1,-11%,-8%,·,·,·,10%,-17%,·
CC(OC(=O)/C=C/c1ccco1)C(=O)Nc1cccc([N+](=O)[O-])c1 (stereo unspecified),-38%[inhibitor],-12%,?,35%[10 µM],2%,4%,-20%,-3%
COCCNc1ccnc(-c2cccc(NS(C)(=O)=O)c2)n1,2%,-16%,-10%,-3%,·,-11%,-12%,4%
O=C(Oc1ccccc1OC(=O)N1CCOCC1)N1CCOCC1,-8%,-4%,4%,13%,-1%,-5%,-6%,-2%
O=C(/C=N/O)Nc1ccccc1,-5%,2%,10%,10%,4%,-1%,-3%,8%
CCCCNCCOc1ccccc1-c1ccccc1,-4%,1%,-7%,12%[10 µM],15%,-1%,2%,?
O=C(Nc1cccc(F)c1)/C(=C\c1cccnc1)NC(=O)c1ccco1,-8%,1%,5%,-32%,10%,6%,-3%,1%
CC(=O)Nc1ccc(S(=O)(=O)N(CC(=O)Nc2cc(C)on2)Cc2ccc(F)cc2)cc1,·,-6%,·,1%[10 µM],-10%[9.22 µM],-10%,-20%,4%
O=C(CNC(=O)c1cccc(Cl)c1)N/N=C/C=C/c1ccccc1,-10%,-6%,10%,?,1%,0%,-11%,-7%
COc1ccc2c(c1)OC(=O)CC2c1ccccc1OC (stereo unspecified),·,-14%[81.4 µM],?,-20%,·,0%[81.3 µM],-17%[81.3 µM],·
O=C(CN1CCN(S(=O)(=O)c2ccccc2)CC1)NC(=O)NC1CCCCC1,-7%,-2%,5%,-8%,6%,8%,-4%,-9%
c1ccc(CN=C2Nc3ccccc3CS2)nc1,13µM*,6%,1%,-39%[10 µM],14%,-5%,0%,3%
O=C(NCc1cccs1)C1CCN(S(=O)(=O)N2CCCC2)CC1,-8%,1%,-9%,1%,2%,1%,0%,-4%
O=C(CC(C(=O)O)c1ccc(Cl)cc1)c1ccccc1 (stereo unspecified),18%,-12%,3%,27%,9%,7%,-3%,6%
Cc1ccc(N2CCN(C(=O)c3cc4cc5ccc(C)cc5nc4s3)CC2C)cc1 (stereo unspecified),9%,-5%,·,·,·,7%,-13%,·
O=C(N/N=C/c1cn(-c2ccccc2)nc1-c1cccnc1)c1ccccc1,28%,?,-8%,-44%[inhibitor],?,-4%,?,-6%
O=[N+]([O-])c1ccc(N(c2ccccc2)c2ccccc2)cc1,-13%,-12%,?,9%,-1%,-8%,-21%,8%
COc1ccc(-c2csc(Nc3ccc(S(N)(=O)=O)cc3)n2)cc1,-35%[inhibitor],?,3%,-8%,-13%,?,13µM*[quencher],-13%
O=C1S/C(=C/c2ccc(N3CCOCC3)o2)C(=O)N1Cc1ccc(F)cc1,-17%,?,2.2µM*,-40%[inhibitor],13%,6%,-9%,-6%
O=C(NCc1cccc(Cl)c1)c1oc(=O)c2ccccc2c1-c1ccccc1,-3%,0%,·,·,·,-5%,-15%,·
Nc1nonc1-n1nnc(C(=O)N/N=C/c2ccc(OCc3ccc(F)cc3)cc2)c1COc1ccccc1,·,-4%,·,-10%[10 µM],0%[9.22 µM],-17%,-16%,?
CN(C)N1C(=O)CC(NNC(=O)c2ccncc2)C1=O (stereo unspecified),-8%,9%,3%,7%[10 µM],?,10%,11%,-13%
CCn1c(SCc2nc3scc(-c4ccccc4)c3c(=O)[nH]2)nnc1-c1cccs1,-55%[inhibitor],?,?,-2%[10 µM],-27%,8%,-6%,-2%
CC(=O)OC1COC(N2CCc3cc([N+](=O)[O-])ccc32)C(OC(C)=O)C1OC(C)=O (stereo unspecified),4%,-7%,6%,-5%,3%,0%,2%,-3%
CC1Cc2ccccc2N1S(=O)(=O)c1ccc2c(c1)n(C)c(=O)c(=O)n2C (stereo unspecified),-26%,4%,5%,0%[1.9 µM],-2%,-6%,2%,-2%
Cc1occc1C(=O)Nc1ccc2ccccc2c1,11µM*,-13%,?,-26%,-17%,4%,-18%,-1%
O=C(CCNS(=O)(=O)c1cccc2nsnc12)NC1CCCc2ccccc21 (stereo unspecified),2%,-12%,?,-3%,0%,5%,-1%,-1%
COC(=O)c1ccccc1NC(=O)CN(c1ccc(Cl)cc1)S(=O)(=O)c1ccc(OC)cc1,-6%,1%,·,·,·,-18%,-17%,·
NC(=O)CSc1cn(Cc2ccccc2)c2ccccc12,-34%[inhibitor],-2%,7.9µM*,-34%[inhibitor],-8%,-6%,-18%,-2%
CC1(C)CC(=O)C(C2c3ccccc3S(=O)(=O)c3ccccc32)C(=O)C1,7%,-4%,0%,5%[10 µM],6%,-1%,3%,3%
NN=C1c2cc([N+](=O)[O-])ccc2-c2ccc([N+](=O)[O-])cc21,·,?,3%,9%[10 µM],11%[9.22 µM],1%,?,?
S=c1[nH]nc(Cn2nnc3ccccc32)n1-c1ccc(Cl)cc1,·,-9%,10%,18%[10 µM],15%[9.22 µM],-7%,-9%,-22%
COc1ccc2cc(C(=O)c3ccccc3)c(=O)oc2c1,-7%,-15%,14µM*,-23%,5%,-11%,-9%,?
CC(=O)c1ccc(NC(=O)CSc2nnc(NC(=O)CN3CCOCC3)s2)cc1,?,-11%,0%,-7%,2%,5%,2%,1%
Cc1cccc(NCc2n[nH]c(=S)n2-c2ccccc2)c1,7%,-4%,?,23%[10 µM],10%[9.22 µM],0%,3%,-4%
O=C(O)COCc1nc2ccccc2[nH]1,·,0%,-6%,6%[10 µM],-5%,2%,-1%,2%
CC(=O)O/N=C(/C)c1ncc(C(F)(F)F)cc1N1CCOCC1,-25%,-3%,?,-10%,14%,2%,-2%,?
CCOC(=O)N1CCC(NC(=O)COc2cc(=O)n(C)c3ccccc23)CC1,23%,-5%,-10%,-14%,9%,3%,-3%,-14%
Cc1ccccc1Cn1cc(C)c(=O)[nH]c1=O,8%,-3%,-11%,-6%[10 µM],13%,2%,2%,1%
CC(C)CC(C(=O)O)N1C(=O)C2C3CC(C2C1=O)C1C(c2ccccc2)c2sc(=O)[nH]c2SC31 (stereo unspecified),25%,7%,2%,-17%[10 µM],-5%,-5%,7%,13%
C/C(=N\NC(=O)C(O)(c1ccccc1)c1ccccc1)c1ccc(C)o1,-10%,-1%,16%,·,0%,-1%,-1%,-2%
O=C(NC(=S)Nc1ccc(F)cc1)c1ccc2c(c1)OCCO2,?,1%,13µM*,-1%[10 µM],-22%,?,-17%,-9%

# Bioassay records from PubChem BioAssay.

# The list is partial; rates above refer to the full screens.
